Compound activity (PubChem BioAssay)
TRHR agonist – activates the human TRH receptor; activation, % at 2 µM; TRHR cells, calcium flux fluo-8, FDSS agonist mode; 360,000 compounds, 0.18% hits; P34981; further: 0% is about no effect
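TRHR-expressing cells, plated overnight in medium with 10% serum, were loaded with fluo-8 calcium dye at room temperature. After a 10 s baseline, library compound was pin-added and calcium release was recorded kinetically (ex 480/em 530) as agonist response.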
D2 agonist – D2 dopamine receptor (human) agonism | P14416 | HEK293 T-REx D2 cells, calcium flux agonist mode | 340,000 compounds, 0.53% hits | AID 485358 | activation, % at 2 µM;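 active means activation over 3 SD above normal in the single-dose calcium agonist read, cut at about 30% in these data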; further: 0% is about no effect
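Calcium-flux readout, 1 cycle/sec over 180 s following compound pin transfer, in inducible HEK293 Trex D2 cells (force-coupled); dopamine controls included. Positive calcium responses during this window marked compounds as potential agonists.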
RXFP1 antag – antagonists of human relaxin receptor RXFP1. HEK293-RXFP1, relaxin-stimulated cAMP HTRF, 30 min; stronger effect = lower value. 350,000 compounds, 0.59% hits. activity change, negative = inhibition, % at 57.5 µM. Q9HBX9;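 active means activity change of -60% or lower, but not beyond a set lower limit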; further: on the % scale 0 is the no-effect control and ±100 the full control effect
Target sequence (Q9HBX9 whole entry, looked up): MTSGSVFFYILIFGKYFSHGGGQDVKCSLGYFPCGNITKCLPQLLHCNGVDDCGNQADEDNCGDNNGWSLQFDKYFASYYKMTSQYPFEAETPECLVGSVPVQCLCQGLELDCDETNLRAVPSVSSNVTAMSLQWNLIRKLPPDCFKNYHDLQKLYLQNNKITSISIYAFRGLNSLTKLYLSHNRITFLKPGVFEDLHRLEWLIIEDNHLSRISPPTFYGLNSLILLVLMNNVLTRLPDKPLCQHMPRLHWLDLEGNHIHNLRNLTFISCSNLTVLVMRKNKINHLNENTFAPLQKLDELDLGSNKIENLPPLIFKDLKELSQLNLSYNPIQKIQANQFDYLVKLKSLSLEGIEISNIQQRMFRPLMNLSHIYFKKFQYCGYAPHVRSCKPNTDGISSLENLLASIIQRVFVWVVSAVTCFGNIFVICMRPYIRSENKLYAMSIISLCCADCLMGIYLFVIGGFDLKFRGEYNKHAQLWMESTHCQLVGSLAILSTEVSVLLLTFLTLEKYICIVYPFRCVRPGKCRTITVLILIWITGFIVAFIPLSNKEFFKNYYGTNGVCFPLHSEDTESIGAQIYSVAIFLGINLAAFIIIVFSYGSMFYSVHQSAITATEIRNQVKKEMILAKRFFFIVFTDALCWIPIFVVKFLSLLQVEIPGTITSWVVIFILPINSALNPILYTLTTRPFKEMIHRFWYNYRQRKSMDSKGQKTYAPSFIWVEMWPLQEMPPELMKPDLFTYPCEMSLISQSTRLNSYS
TRHR PAM – TRH receptor (human) allosteric enhancement. P34981. TRHR cells, fluo-8 calcium fluorescence, EC20 TRH enhancement. enhancement, % at 2 µM. 360,000 compounds, 0.66% hits. AID 493056; in the data active means enhancement above about 30%; further: 0% is about no effect
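TRHR-expressing cells loaded with fluo-8 calcium dye were read kinetically (ex 480/em 530) during compound addition, then stimulated with an EC20 of TRH (10 nM final). Enhancement of the Gq-mediated intracellular calcium response was scored.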
D1 potentiator – enhances dopamine response at the human D1 receptor | P21728 | HEK293 TREx D1 cells, calcium flux, dopamine EC20 potentiation | potentiation, % at 10 µM | 360,000 compounds, 0.036% hits | AID 504651; in the data active means potentiation above about 30%; further: 0% is about no effect
D2 antag – antagonizes the human D2 dopamine receptor | HEK293 TREx D2 cells, calcium flux, dopamine EC80 | inhibition, % at 10 µM | 340,000 compounds, 2% hits; in the data active means inhibition above about 30%; further: 0% is about no effect
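Compounds are added to dye-loaded, induced HEK293 T-REx cells coupled to calcium release via D2; after a 3 min kinetic read an EC80 dopamine stimulus is given and fluorescence is recorded for 3 more min.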
D1 agonist – activates the human D1 dopamine receptor; P21728; HEK293 T-REx D1 cells, calcium flux, agonist mode; activation, % at 2 µM; 360,000 compounds, 1% hits; AID 504660; further: 0% is about no effect
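Inducible HEK293 T-REx D1 cells, force-coupled to calcium signalling, were plated at 4000 cells/well with tetracycline and held overnight at 30 C. After no-wash calcium dye loading, compound-evoked calcium rise over 180 s flagged agonists.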
D2 PAM – positively modulates the human D2 dopamine receptor allosterically. potentiation, % at 10 µM. AID 485347. P14416. HEK293 T-REx D2, calcium flux, EC20 dopamine potentiation. 340,000 compounds, 0.34% hits;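 active means potentiation over 3 SD above the plate norm, cut at about 30% in these data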; further: 0% is about no effect
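Primary screen. Calcium kinetics in induced HEK293 T-REx D2 cells: compound pre-addition 180 s, EC20 dopamine, 180 s more.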
D1 antag – blocks dopamine activation of the human D1 receptor | 360,000 compounds, 3.2% hits | HEK293 TREx D1 cells, calcium flux, dopamine EC80; stronger effect = lower value | activity change, negative = inhibition, % at 10 µM | P21728 | AID 504652; in the data active means activity change below about -30%; further: on the % scale 0 is the no-effect control and ±100 the full control effect
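Antagonism measured as reduced calcium response to an EC80 dopamine addition following 180 s compound pre-read; cells were inducible HEK293 Trex D1 plated overnight at 30 C, read kinetically at 1 cycle/sec.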
An asterisk follows results filed as active; nt = no result given. Unless noted, no stated cut-off is given here; in the data, active means activation above about 30%; inactive means the rest. This is a random part of the collection, and some 7.1% of all compounds hit somewhere here.

SMILES	TRHR agonist	D2 agonist	RXFP1 antag	TRHR PAM	D1 potentiator	D2 antag	D1 agonist	D2 PAM	D1 antag
COc1ccc(N(C(=O)c2ccc(C)cc2)S(=O)(=O)c2cccs2)cc1	1.5	0.5	-1.6	3.0	-0.9	8.8	5.1	-3.9	-1.1
Cc1ccc(S(=O)(=O)NCC(=O)N2CCOCC2)cc1	-0.4	-0.1	nt	-1.9	5.0	-6.2	4.4	9.2	-8.4
CCOc1ccc(CN2C(=O)c3ccccc3C2=O)cc1C(=O)Nc1nnc(SCC)s1	-0.2	0.9	-2.4	-2.0	0.3	22.5	5.0	14.8	-6.3
CCn1cc(C(=O)N2CCN(c3ccc(OC)cc3)CC2)c(=O)c2cc(S(=O)(=O)N3CCCCC3)ccc21	0.9	-0.8	5.4	-6.3	0.3	-1.5	-2.1	2.5	3.4
c1ccc(N2CCN(c3ccccc3)C2c2cccs2)cc1	-0.3	-1.5	-17.1	1.8	4.6	3.7	2.2	13.8	-2.5
CCCCCCSc1nnc(-c2cnn(-c3ccccc3)c2-n2cccc2)n1C	0.7	-0.6	-17.1	-6.6	-0.7	-0.4	1.3	-2.7	4.0
Cc1ccc(C(=O)CCS(=O)(=O)c2ccc(Br)cc2)cc1	-0.8	-1.0	3.4	-1.0	-1.7	-2.0	6.3	18.3	1.0
CCOC(=O)C1=NN(C(=O)COc2ccccc2)C(O)(c2ccc(Cl)cc2)C1 (stereo not drawn)	-0.9	nt	-6.0	0.0	-1.1	-2.6	-0.2	3.4	4.4
Cc1ccc(C)c(S(=O)(=O)N2CCN(Cc3ccc(O)c4ncccc34)CC2)c1	-0.5	1.7	5.7	0.7	-4.5	2.0	0.4	6.8	1.5
CC1CCN(S(=O)C23CC4CC(CC(C4)C2)C3)CC1 (stereo not drawn)	0.9	nt	1.0	2.4	0.8	nt	5.4	nt	-11.0
O=C1CCCCN1CCCC(=O)N1CCCC(Nc2ccccc2)C1 (stereo not drawn)	0.6	0.5	-4.8	-5.6	-5.3	14.9	7.3	-0.3	-50.8*
CC(NC(=O)CSc1nc2ccc(N)cc2s1)c1ccccc1 (stereo not drawn)	0.5	0.3	-8.0	1.6	-2.8	5.5	6.8	0.1	-21.7
COc1ccccc1NC(=O)c1ccc(-c2nn(C)c(=O)c3ccccc23)cc1	-2.2	0.8	-33.6	-10.5	-5.8	-9.0	2.2	6.7	-26.9
NS(=O)(=O)c1cccc(NC(=O)COC(=O)Cn2cc(C(F)(F)F)ccc2=O)c1	1.2	0.1	0.1	2.1	-2.5	-13.4	2.2	8.7	-6.1
O=C(Nc1cccc(C(F)(F)F)c1)c1cc(-c2ccc(F)cc2)on1	1.7	nt	-2.9	0.6	-4.2	nt	14.6	nt	-12.5
O=C(NCc1ccccc1)c1ccc(NC2=NC3CS(=O)(=O)CC3S2)cc1 (stereo not drawn)	-0.1	0.9	4.7	-10.2	1.6	-22.7	1.6	0.6	3.6
COc1ccccc1NS(=O)(=O)c1cccc(NC(=O)C2CC2)c1	-0.1	0.0	-3.6	0.7	nt	23.5	17.9	-6.6	-9.1
O=C(CCC1CCCCC1)NCCN1C2=NC[C@H](Cc3ccccc3)N2C[C@H]1Cc1ccc(O)cc1	-0.1	0.8	nt	-2.7	-2.8	1.5	0.8	-19.9	1.5
CC(C)OCCCNC(=O)c1cc2c(=O)n(C)c3ccccc3c2n1C	-0.2	-1.0	nt	-2.6	nt	5.4	2.3	3.8	14.2
CCC1(C)Cc2ccccc2-c2nc3n(c(=O)c21)CC(C(=O)O)S3 (stereo not drawn)	0.0	0.4	-1.3	0.1	-1.8	9.7	0.1	-2.7	-1.0
O=c1[nH]c(CN2CCOCC2)nc2cc(Cl)ccc12	0.5	-0.1	5.7	-0.2	-0.2	-25.3	-0.8	12.3	-6.8
CCc1ccc(NC(=O)c2cc(S(=O)(=O)N3CCCC(C)C3)cn2C)cc1 (stereo not drawn)	0.0	nt	nt	-2.3	3.1	nt	3.7	2.9	8.7
COc1ccc(S(=O)(=O)N2CCOC2CNC(=O)C(=O)NCCc2ccccc2)cc1OC (stereo not drawn)	-0.4	-0.5	-0.6	-3.8	-7.9	-14.5	0.7	1.2	7.2
Cc1ccc(NS(=O)(=O)c2cc(C(=O)NCc3ccccn3)ccc2Cl)cc1C	-0.8	-0.4	1.4	-3.0	-4.5	-17.4	0.8	3.7	-30.9*
CN(CC(=O)Nc1ccc(F)cc1)CC(=O)N1CCCCCC1	1.5	0.1	-4.7	-1.0	-2.1	-16.7	2.3	13.3	-10.9
CCCCn1c(N)c(N(Cc2ccccc2)C(=O)COc2ccccc2F)c(=O)[nH]c1=O	0.4	0.0	3.9	7.3	0.6	14.2	1.6	1.0	3.3
O=C1/C(=C/c2cccs2)SC(=S)N1N1CCOCC1	0.0	0.2	-96.0*	-0.9	-0.8	-1.4	4.7	3.6	2.2
CN(C(=O)Cn1nc(C(=O)O)c2ccccc2c1=O)c1ccccc1	-0.4	-1.2	0.0	-3.1	-1.4	1.9	0.0	6.1	-5.6
CCN(C(=S)NCCOC)c1cccc2ccccc12	-1.0	1.3	-17.3	5.5	-10.9	20.5	0.2	-7.9	nt
O=S(=O)(c1ccc(Br)s1)N1CCN(c2ccc(F)cc2)CC1	-1.1	-2.2	0.5	4.9	-0.9	1.4	10.7	2.1	-18.4
CC(=O)Nc1cccc(NC(=O)CSc2nnnn2C)c1	1.4	0.2	nt	10.1	-3.6	-6.1	3.5	24.5	-17.2
Cc1ccc(-c2nnc(Nc3cccc(Br)c3)c3ccccc23)cc1S(=O)(=O)N1CCN(C)CC1	0.2	-0.2	-1.2	-0.7	-5.3	nt	1.0	-15.7	-2.4
Cn1c(CNC(=O)c2ccc(Cl)cc2)nnc1SCC(=O)N1CCOCC1	0.4	0.3	-10.2	-3.6	0.4	10.4	3.7	0.4	9.3
COc1ccc(CCC(C)N(C)Cc2ccccc2)cc1 (stereo not drawn)	1.3	0.5	5.1	0.8	-2.9	-8.8	12.2	2.3	2.5
COC(=O)N/N=C\c1c(C)[nH]n(-c2ccccc2)c1=O	-0.1	-0.8	-6.4	1.6	-8.3	12.8	0.8	4.1	-3.1
CCOc1ccccc1NC(=O)CSc1nc2c(sc3ccccc32)c(=O)n1CCCC(=O)NC1CCCC1	-0.1	0.0	1.1	-3.1	0.3	nt	3.8	-7.2	-6.2
COc1ccc(-c2cc(C(F)(F)F)nc(SCC(=O)NC(C)c3ccccc3)n2)cc1 (stereo not drawn)	1.3	-0.2	nt	22.5	-4.4	nt	2.5	1.8	7.2
Cc1nc2cc(OCc3cc(C(=O)NC(C)c4cnn(C)c4)no3)ccc2s1 (stereo not drawn)	0.1	nt	-13.4	-1.7	-2.4	nt	7.0	-3.3	5.4
Cc1nn(C)c2nc(-c3cccs3)cc(C(F)(F)F)c12	0.5	0.0	7.9	3.1	-5.0	26.8	8.5	6.3	-1.9
O=C(CSc1nncn1-c1ccccn1)Nc1cccc(Cl)c1	0.9	2.6	-2.4	-13.9	10.0	-10.0	0.7	-16.6	7.7
COc1ccc(OCc2nn3c(-c4ccco4)nnc3s2)cc1	-1.0	-1.4	0.9	4.0	-0.8	-8.8	2.7	1.8	11.6
Cc1cc(Oc2ccc(-c3ccccc3)cc2)nc(N2CCOCC2)n1	0.8	-0.3	0.3	1.1	1.9	-7.2	1.4	3.3	16.1
CCOC(=O)c1cnc2ccc(OC)cc2c1Nc1ccc(N2CCN(C)CC2)cc1	-0.6	-0.6	-34.6	2.7	-5.2	1.1	7.1	6.7	-0.1
CCOC(=O)C1=C(CC)Nc2ccccc2N=C1NC(=O)CCN1C(=O)C2CCCCC2C1=O (stereo not drawn)	0.0	-0.5	-20.1	-2.5	-0.3	-8.1	-1.4	1.5	3.9
CCCN(C(=S)Nc1ccccc1)C1CCS(=O)(=O)C1 (stereo not drawn)	1.6	-0.1	nt	-5.7	-6.2	-0.8	5.8	-16.9	-16.7
CCN1CCN(C(=O)CS(=O)(=O)Cc2nc(-c3ccc(C)cc3)oc2C)CC1	-0.2	0.1	-4.2	-2.1	-6.7	-3.0	1.7	-4.5	-30.6*
Nc1ccc(-c2nc3ncccc3o2)c(Cl)c1	-0.5	0.4	16.9	4.5	-0.2	11.6	1.7	14.6	7.5
Cc1cc(C)n2nc(-c3ccsc3-n3c(C)ccc3C)cc2n1	0.6	-0.6	-3.0	-4.9	-1.6	-13.0	2.1	4.3	-55.2*
O=C(N=C1SC2CS(=O)(=O)CC2N1Cc1ccccc1Cl)C1CC1 (stereo not drawn)	-0.4	0.4	1.5	6.7	-5.3	-2.0	1.9	16.8	-0.7
CC(C(=O)NCCN1CCOCC1)(c1ccccc1)c1ccccc1	0.3	0.3	-12.9	3.3	-5.1	-3.0	-1.0	2.7	-16.5
Cc1ccc(S(=O)(=O)Nc2cc(Cl)c3oc4c(c3c2)C(=O)CC(C)(C)C4)cc1	-1.1	-2.3	1.1	5.6	-1.2	nt	3.3	5.9	6.2
O=C(CS(=O)(=O)Cc1ccccc1)Nc1ncccn1	-0.3	-0.8	-5.8	-5.5	-0.5	15.3	-0.4	-2.6	6.6

Not a retest: an excerpt of the list.
SMILES	TRHR agonist	D2 agonist	RXFP1 antag	TRHR PAM	D1 potentiator	D2 antag	D1 agonist	D2 PAM	D1 antag
CCCCn1c(N)c(N(Cc2ccccc2)C(=O)COc2ccccc2F)c(=O)[nH]c1=O	0.4	0.0	3.9	7.3	0.6	14.2	1.6	1.0	3.3
O=C1/C(=C/c2cccs2)SC(=S)N1N1CCOCC1	0.0	0.2	-96.0*	-0.9	-0.8	-1.4	4.7	3.6	2.2
CN(C(=O)Cn1nc(C(=O)O)c2ccccc2c1=O)c1ccccc1	-0.4	-1.2	0.0	-3.1	-1.4	1.9	0.0	6.1	-5.6
CCN(C(=S)NCCOC)c1cccc2ccccc12	-1.0	1.3	-17.3	5.5	-10.9	20.5	0.2	-7.9	nt
O=S(=O)(c1ccc(Br)s1)N1CCN(c2ccc(F)cc2)CC1	-1.1	-2.2	0.5	4.9	-0.9	1.4	10.7	2.1	-18.4
CC(=O)Nc1cccc(NC(=O)CSc2nnnn2C)c1	1.4	0.2	nt	10.1	-3.6	-6.1	3.5	24.5	-17.2
Cc1ccc(-c2nnc(Nc3cccc(Br)c3)c3ccccc23)cc1S(=O)(=O)N1CCN(C)CC1	0.2	-0.2	-1.2	-0.7	-5.3	nt	1.0	-15.7	-2.4
Cn1c(CNC(=O)c2ccc(Cl)cc2)nnc1SCC(=O)N1CCOCC1	0.4	0.3	-10.2	-3.6	0.4	10.4	3.7	0.4	9.3
COc1ccc(CCC(C)N(C)Cc2ccccc2)cc1 (stereo not drawn)	1.3	0.5	5.1	0.8	-2.9	-8.8	12.2	2.3	2.5
COC(=O)N/N=C\c1c(C)[nH]n(-c2ccccc2)c1=O	-0.1	-0.8	-6.4	1.6	-8.3	12.8	0.8	4.1	-3.1
